PP5 inh = PP5 (human) phosphatase inhibition. inhibition, % at 6.7 µM. purified PP5c, OMFP substrate fluorescence. actives 0.18% (n = 320,000);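 active means inhibition above the campaign's mean inhibition across all tested compounds plus 3 SD, cut at about 9.5% in these data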;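 further: 0% = DMSO only and 100% = 100 µM cantharidin control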
PREPL inh = inhibitors of human prolyl oligopeptidase-like enzyme PREPL; Q4J6C6; recombinant PREPL, fluorescence polarization activity-based probe; inhibition, % at 5.96 µM; actives 0.68% (n = 320,000); in the data active means inhibition above about 43%;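 further: 0% = enzyme with DMSO and 100% = wells lacking enzyme; many of its hits are not listed in these tables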
Target sequence (Q4J6C6 whole entry, looked up): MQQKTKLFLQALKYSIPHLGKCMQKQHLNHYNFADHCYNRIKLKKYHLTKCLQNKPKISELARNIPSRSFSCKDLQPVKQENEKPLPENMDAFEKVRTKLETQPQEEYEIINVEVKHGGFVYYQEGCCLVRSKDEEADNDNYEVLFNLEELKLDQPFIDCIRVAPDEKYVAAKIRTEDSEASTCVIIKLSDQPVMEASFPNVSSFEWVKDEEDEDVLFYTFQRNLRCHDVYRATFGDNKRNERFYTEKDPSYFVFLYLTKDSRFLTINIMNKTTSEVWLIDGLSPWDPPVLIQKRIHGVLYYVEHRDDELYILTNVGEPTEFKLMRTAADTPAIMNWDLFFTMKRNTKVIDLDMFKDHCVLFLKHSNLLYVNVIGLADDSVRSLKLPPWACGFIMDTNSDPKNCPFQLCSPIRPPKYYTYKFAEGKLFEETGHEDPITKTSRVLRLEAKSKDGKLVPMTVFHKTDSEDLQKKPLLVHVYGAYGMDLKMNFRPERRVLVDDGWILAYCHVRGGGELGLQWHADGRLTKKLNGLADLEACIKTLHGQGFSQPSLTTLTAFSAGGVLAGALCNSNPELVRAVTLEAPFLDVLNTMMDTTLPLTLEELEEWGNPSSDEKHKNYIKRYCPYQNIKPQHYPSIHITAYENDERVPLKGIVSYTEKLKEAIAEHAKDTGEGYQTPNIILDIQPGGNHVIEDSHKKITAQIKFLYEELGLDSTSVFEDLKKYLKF
core dimer inh = HCV core protein dimerization inhibition; inhibition, % at 5 µM; TR-FRET GST/Flag-core106 dimerization, 1536-well; actives 0.33% (n = 300,000); AID 1899;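 active means inhibition above the mean of all tested compounds plus 3 SD, set per screening campaign, cut at about 45% in these data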
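test system = GST/Flag-tagged HCV core106 proteins | probe or stimulus = Eu donor and XL665 acceptor anti-tag antibodies | times = compound-protein-antibody incubation 4 h at 22.5 °C | signal = TR-FRET, excitation 340 nm, emission 617 and 671 nm | measure = percent inhibition of core106 dimerization signal | controls = wells lacking GST-core106 and wells with excess unlabelled core106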
PP1 inh = PP1-alpha (human) inhibition in PP5 counter-screen; purified PP1alpha, OMFP fluorescence; P62136; actives 0.9% (n = 320,000); inhibition, % at 6.7 µM; AID 2235;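 active means inhibition above the mean inhibition of all tested compounds plus 3 SD, computed separately for each screening campaign, cut at about 15% in these data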
EBNA-1 inhibitor = blocks EBNA-1 binding to DNA. EBNA-1 DNA binding, fluorescence polarization. inhibition, % at 14.8 µM. actives 0.34% (n = 300,000). AID 1950; in the data active means inhibition above about 28%
Efflux pump inh = inhibitors of Candida antifungal efflux pumps expressed in yeast | actives 0.44% (n = 330,000) | AID 485275 | inhibition, % at 10 µM | S. cerevisiae Candida pump triplex, Nile Red efflux;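 active means plate passing quality check with inhibition over a set limit, or well fluorescence over plate mean plus 4 SD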;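 further: Nile Red retained in pooled yeast measured as flow cytometry median fluorescence; 0% = buffer negative control and 100% = Enniatin B positive control; higher means more Nile Red kept so more efflux inhibition; some compounds called inactive have numbers as strong as hits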
ZTA DNA inh = blocks Epstein-Barr virus ZTA, an EBNA-1 counter-screen; P03206; ZTA-DNA binding, fluorescence polarization; inhibition, % at 11 µM; actives 0.15% (n = 320,000); in the data active means inhibition above about 33%
Target sequence (P03206 whole entry, looked up): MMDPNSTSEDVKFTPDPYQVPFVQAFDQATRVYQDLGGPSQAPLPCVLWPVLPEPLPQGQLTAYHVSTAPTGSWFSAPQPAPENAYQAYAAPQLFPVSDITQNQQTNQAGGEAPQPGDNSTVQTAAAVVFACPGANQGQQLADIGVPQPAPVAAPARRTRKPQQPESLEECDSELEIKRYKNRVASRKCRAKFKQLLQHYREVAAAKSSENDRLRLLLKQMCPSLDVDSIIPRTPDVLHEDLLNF
TPT1 inhibitor = blocks Candida albicans tRNA 2'-phosphotransferase; AID 1962; recombinant caTPT1, FP RNA substrate dephosphorylation; inhibition, % at 5 µM; actives 0.81% (n = 300,000);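 active means inhibition above the mean of all tested compounds plus 3 SD, set per screening campaign, cut at about 24% in these data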;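 further: plate controls were DMSO alone for no effect and ferristatin control at 100 nM for full effect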
Fh CTSL1 inh = cathepsin L1 inhibition, PFM18AAP counter-screen. recombinant F. hepatica cathepsin L1, Z-Leu-Arg-MCA fluorescence. inhibition, % at 5.96 µM. actives 0.49% (n = 300,000). AID 1906;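 active means inhibition above the mean of all tested compounds plus 3 SD, set per screening campaign, cut at about 17% in these data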;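 further: 0% = plate median of test compound wells and 100% = 1 µM Z-Phe-Ala-diazomethylketone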
The depositor's hits bear a star; x = no result given. The list is partial (hit frequency here may not be typical).

mol	PP5 inh	PREPL inh	core dimer inh	PP1 inh	EBNA-1 inhibitor	Efflux pump inh	ZTA DNA inh	TPT1 inhibitor	Fh CTSL1 inh
CCN1CCc2nc3ccccc3c(C(=O)Nc3ccc(NC(C)=O)cc3)c2C1	-2.9	20	-1	1	-3	0.1	-11	-2	2
CC(=O)NCCNc1ccc([N+](=O)[O-])cc1C#N	0.3	16	0	0	-8	0.2	2	2	-1
CC(C)OCCCn1c(=O)c2ccccc2n2c(CCC(=O)NCc3ccccn3)nnc12	-0.1	14	-2	0	7	0.0	-15	-1	-5
CC(=O)c1cnc(N2CCCCC2)nc1C	3.6	8	3	1	-3	0.1	5	3	0
COc1ccccc1NC(=S)N(Cc1ccco1)Cc1cc2cc(C)cc(C)c2[nH]c1=O	2.7	-3	6	3	-16	0.1	-7	0	2
COc1ccccc1C(=O)Nc1cccc(S(=O)(=O)N2CCCC2)c1	0.5	9	-2	-4	0	-0.1	0	-4	2
O=C(Nc1ccc(F)cc1F)NC1CCN(S(=O)(=O)c2ccc(F)cc2)CC1	1.6	-2	-5	0	3	0.3	3	0	-3
CC1(c2nnc(Cc3ccccc3)o2)CC(c2ccc(Br)cc2)=NO1 (centres undefined)	0.5	-76	-5	16*	-8	0.0	4	-2	2
Cc1cc(C(=O)N2CCOCC2)c(C)o1	1.8	10	-2	2	0	0.0	12	4	6
OCCNc1ncnc2ccc(Br)cc12	-0.4	6	4	-3	6	-0.1	15	-5	2
CCCNC(=O)c1nc(C)c(C)nc1C(=O)Nc1cccc(Cl)c1	-2.7	6	7	-3	7	-0.1	1	0	0
O=C1OCCN1CCN(CN1C(=O)CCC1=O)CN1C(=O)CCC1=O	0.3	9	-3	-5	1	-0.1	1	-1	-2
Cc1cccc2cc(C#N)c(SCc3nnc(-c4ccccc4[N+](=O)[O-])o3)nc12	3.1	2	1	-1	1	0.3	6	6	2
CCC(=O)Nc1ccc(C(=O)COC(=O)C(CCSC)NC(=O)COc2ccccc2)cc1 (centres undefined)	-0.7	-2	11	-3	10	-0.1	25	4	-3
Cc1cc(C)nc(SCc2ccc(C(=O)N/N=C/c3ccccc3C(=O)O)cc2)n1	0.0	1	0	0	-15	-0.1	10	0	1
CCSc1nnc(NC(=O)CSc2nnc(CNC(=O)c3ccc(OC)c(OC)c3)o2)s1	-6.3	7	-9	2	-1	0.0	-21	-2	8
O=c1[nH]c2ccccc2nc1C(F)(F)C(F)F	-0.1	-1	2	-5	5	0.0	7	1	1
Cc1noc(C)c1C(=O)Nc1ccc(N(C)C)cc1	2.1	3	-8	-6	-2	-0.1	0	-3	-3
CC1CCCN(CCCCOc2cccc(Br)c2)C1 (centres undefined)	1.6	14	-3	-2	5	-0.2	5	-1	-2
Cc1noc(C)c1COC(=O)CCCc1nc2ccccc2s1	2.0	-13	0	-3	-7	0.0	-8	-5	-8
Cc1nonc1OCC(C)(COc1nonc1C)NC(=O)c1ccccc1	1.1	6	-3	-2	0	0.0	-9	1	-1
COCc1ccccc1Cn1cnc2c1c(=O)n(C)c(=O)n2C	-0.8	2	-6	4	8	0.0	-3	-9	-1
CCOc1ccc(NC(=O)Cn2nnc3c(cnn3-c3ccc(F)cc3)c2=O)cc1	0.3	0	10	-1	2	-0.1	14	1	1
O=C(CN1C(=O)CSC1=O)N1CCCC(Nc2ccc(F)cc2)C1 (centres undefined)	2.9	0	9	-2	6	0.0	1	-2	2
O=C(COC(=O)c1ccc(F)cc1Cl)NC(=O)NC1CCCC1	1.8	31	x	0	x	0.1	-5	x	x
Cc1cc(C(=O)N/N=C/c2sccc2C)no1	0.1	1	-1	-3	-4	0.0	-1	-3	1
Cc1onc(-c2ccccc2Cl)c1C(=O)OCn1nnc2ccccc2c1=O	2.9	0	-4	-2	-1	-0.1	-17	4	12
CC(C)c1c(O)nc(SCc2ccccc2)[nH]c1=O	0.8	-10	-6	6	-5	0.0	-5	4	-1
O=C1c2ccccc2C(=O)N1CCc1csc(-c2cccc(F)c2)n1	1.4	-2	2	5	-4	-0.1	13	-2	2
Cc1ccccc1-c1nc2ccccc2c(=O)n1C1CCS(=O)(=O)C1 (centres undefined)	1.2	-5	2	3	10	0.0	14	0	-3

(further entries)
mol	PP5 inh	PREPL inh	core dimer inh	PP1 inh	EBNA-1 inhibitor	Efflux pump inh	ZTA DNA inh	TPT1 inhibitor	Fh CTSL1 inh
Cc1ccc(O)c(C(=O)c2cc(C#N)c(=O)n(-c3nccs3)c2)c1	-7.5	12	28	-3	-14	0.1	6	56*	0
CC(=O)N(Cc1ccccc1)c1nc(-c2ccccc2)cs1	-0.9	0	-4	-4	-2	0.1	2	-1	-3
C/C(N)=C(/C#N)C(=O)CSc1nnc(-c2ccccc2)n1C	-1.0	-5	-1	0	3	0.0	6	0	-1
OCCC1CN(Cc2cccn2-c2nccs2)CCN1Cc1ccc(F)c(F)c1 (centres undefined)	2.2	0	-8	-5	-9	0.0	-4	-3	6
Cc1c(Cl)c(-c2n[nH]c(=S)n2-c2ccc(F)cc2)nn1C	0.3	2	-3	-3	0	0.0	4	-2	6
CN(C)S(=O)(=O)c1cccc(NC(=S)Nc2ccc(Cl)cc2Cl)c1	-0.2	6	-5	-4	-8	0.0	-3	1	-1
O=C(COC(=O)Cn1cnc2ccccc21)NCCCc1ccccc1	0.2	-1	-2	-6	-1	0.0	1	3	-4
COc1ccc(NCc2nnc(SCC(=O)Nc3cccc(C)c3)o2)cc1	-0.2	15	14	3	8	-0.1	13	1	6
O=C(Nc1ccc(OC(F)(F)F)cc1)C1=NCCN1	-0.1	-2	4	2	4	0.0	23	-2	2
Cc1ccc(C(=O)N2CCN(c3ccc(F)cc3)CC2)cc1S(=O)(=O)N1CCCCC1	2.6	25	11	0	3	0.0	2	0	2
O=C(NCCc1ccccc1)c1ccc(OCCOc2ccccc2)cc1	4.4	3	-4	0	3	0.1	-13	0	-6
C/C(CC(=O)Nc1cccc(Br)c1)=N\NC(=O)c1ccc(O)cc1O	-5.3	12	-21	0	6	0.0	-15	-4	11
NC(=O)c1ccc(NC(=O)COC(=O)CCCc2c[nH]c3ccccc23)cc1	0.9	-36	5	2	12	-0.1	3	4	-27
Cn1cc(Br)c(C(=O)Nc2c(F)c(F)c(F)c(F)c2F)n1	1.2	-3	0	0	-10	-0.1	0	-1	5
c1ccc2c(Nc3nncs3)c3ccccc3nc2c1	0.3	14	-9	0	5	0.3	4	1	8
COc1ccccc1C(C(=O)NC1CCCCC1)N(C(=O)c1csnn1)C1CC1 (centres undefined)	1.4	9	-9	1	-4	-0.2	-12	-3	1
COc1cccc(CN2CCC(n3nccc3NC(=O)C3CC3)CC2)c1	1.2	4	3	-2	-2	-0.2	-6	-3	4
CC(=O)Nc1cccc([N+](=O)[O-])c1	-0.4	12	-10	3	3	-0.1	20	2	3
CN(CCC#N)c1ncnc2scc(-c3ccccc3)c12	0.7	0	1	-5	6	0.1	-7	-3	6
COc1cccc(NC(=O)c2nnn(CCc3ccccc3)c2N)c1	0.9	-3	6	-1	-5	0.0	3	-2	1
CC(=O)c1c(COC(=O)c2ccco2)nc2ccccc2[n+]1[O-]	1.2	10	13	-4	4	0.0	-4	-10	-5
COc1ccc(C2=NN(C(=O)CSc3ncccn3)C(c3cccc(OC)c3OC)C2)cc1 (centres undefined)	2.7	14	6	2	3	-0.1	-9	-3	1
CN1CCN(NC(=O)CN(C)S(=O)(=O)c2cc(Cl)ccc2Cl)CC1	-1.6	19	-2	-1	10	-0.2	-1	-3	5
Cc1cc(C(=O)NC2CCCN(Cc3ccccc3F)C2)n[nH]1 (centres undefined)	-0.7	-4	-2	-4	-1	-0.2	7	-2	2
CCCCN(CCCNc1ncnc2nc[nH]c12)c1ccccc1	3.6	31	-11	2	8	0.0	1	-3	5
COc1ccc2sc(C)[n+](C)c2c1	2.9	-9	-5	-1	-5	-0.1	1	-2	-2
CCOC(=O)C1=C(COC(=O)CCC(=O)c2ccc(C)cc2)NC(=O)NC1C (centres undefined)	0.0	16	x	-2	x	0.1	-13	x	x
Cc1ccc(C(=O)NC(C(=O)Nc2cccc(S(N)(=O)=O)c2)C(C)C)cc1 (centres undefined)	-0.3	-5	-4	1	4	0.1	-2	-2	-2
COc1ccc(S(=O)(=O)Nc2ccc(-n3cnnn3)cc2)cc1[N+](=O)[O-]	0.3	-8	x	1	x	-0.1	-11	x	x
Cc1cccc(NC(=O)c2ccc(OCC3CCCO3)cc2)c1C (centres undefined)	-0.2	0	5	1	0	-1.8	2	0	0

Continued:
mol	PP5 inh	PREPL inh	core dimer inh	PP1 inh	EBNA-1 inhibitor	Efflux pump inh	ZTA DNA inh	TPT1 inhibitor	Fh CTSL1 inh
Cc1cc(C)n(C(=O)c2cc([N+](=O)[O-])cc([N+](=O)[O-])c2)n1	0.8	5	-4	0	-7	0.0	-8	0	0
O=c1cc(CN2CCC3(CC2)OCCO3)c2c(ccc3ccccc32)o1	-1.4	13	0	1	-1	0.1	10	-5	4
CCOc1ccc(C(CC(=O)O)NC(=O)C(Sc2ccccc2)c2ccccc2)cc1 (centres undefined)	1.7	-13	7	1	0	0.0	-11	4	0
Fc1ccc(NC(=S)Nc2ccccc2N2CCOCC2)cc1Cl	0.0	-1	-3	4	-5	0.3	9	3	3
Cc1ccc(S(=O)(=O)Nc2cc(C(=O)NCCN3CCCC3)ccc2N2CCCCC2)cc1	2.1	7	-8	2	-8	0.0	-20	-5	1
O=C(CNC(c1ccccc1)c1ccccc1)Nc1cc([N+](=O)[O-])ccc1Cl	5.2	-11	16	9	1	-0.2	5	4	2
O=C(NNS(=O)(=O)c1ccccc1F)c1cccc(S(=O)(=O)N2CCOCC2)c1	1.1	13	-12	1	-9	-0.1	-10	0	2
CC(C)CC(=O)Nc1ccc2oc(-c3cccnc3)nc2c1	1.1	-11	0	-2	-5	0.0	-12	0	-2
CCOc1cccc(CN2CCCC(N3CCc4ccccc4C3)C2)c1O (centres undefined)	1.4	5	-4	-2	-11	0.0	-9	-5	1
CC(C)CCn1nnnc1C(C(C)C)N1CCC(C(N)=O)CC1 (centres undefined)	2.5	-14	-2	-2	0	0.1	-3	-2	-1
C=CCN1CC2(c3ccccc3)CN(CC=C)CC(c3ccccc3)(C1)C2=O	2.5	39	-1	-1	-9	-0.1	-1	0	3
O=c1cccc(-c2ccccc2)[nH]1	-2.0	2	-3	7	-3	0.0	-3	-3	0
COc1ccccc1NC(=O)CN1CCN(C2c3ccccc3-c3ccccc32)CC1	3.2	-11	14	2	-1	0.2	6	-1	3
CCc1ccc(NC(=S)N(CCN(C)C)C(C)c2ccncc2)cc1 (centres undefined)	1.1	7	-7	-2	-1	0.1	9	-1	3

Screening results from PubChem.
